Source: PubChem
VEEV TC-83 Vero: inhibitors of VEEV TC-83 cytopathic effect, confirmation, Vero cells (AID 588727); Vero cells, VEEV TC-83 cytopathic effect inhibition; higher % means a stronger effect; inhibition, % at 20 µM; hits with a dose series show IC50 in µM; hit rate 0.13% among 350,000; in the data active means a potency from the dose series; inconclusive means inhibition mostly from about 14% at the one dose, without a potency; inactive means the rest, 99 in 100 with inhibition below about 12%; further: strong numbers were not always called active
tuberculosis growth: growth inhibition of non-replicating M. tuberculosis (AID 488890) | Mycobacterium tuberculosis non-replicating, growth inhibition; higher % means a stronger effect | one-dose inhibition, % at 25 µM; IC50 in µM for titrated hits | hit rate 0.39% among 320,000; in the data active means a potency from the dose series; inconclusive means inhibition mostly from about 82% at the one dose, without a potency; inactive means the rest, 99 in 100 with inhibition below about 76%;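 further: plate controls were DMSO cells for no effect and high antibiotic wells for full effect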
influenza NS1A: H1N1 influenza NS1A inhibitors, functional cell based assay (AID 504329). hit rate 0.3% among 340,000. NS1A functional cell-based assay, percent inhibition; higher % means a stronger effect. inhibition, % at 12.5 µM; hits with a dose series show IC50 in µM; in the data active means a potency from the dose series; inconclusive means inhibition above about 27% without an active follow-up result; further: strong numbers were not always called active
H37Rv inhibition: M. tuberculosis growth inhibition, HTS (AID 449762) | M. tuberculosis H37Rv growth inhibition, 7H9 media; higher % means a stronger effect | hit rate 0.59% among 330,000 | inhibition, % at 25 µM, or IC50 in µM where a hit was titrated; in the data active means a potency from the dose series; inconclusive means inhibition above about 70% without an active follow-up result;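 further: bacterial growth assessed after seven days of incubation; strong numbers were not always called active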
PhoP GFP inhibition: Inhibition of PhoP regulon, Salmonella typhi GFP reporter cells, confirmation, 4 h (AID 1850); inhibition, % at 50 µM; hits with a dose series show IC50 in µM; Salmonella Typhi PhoP-promoter GFP reporter, fluorescence, 4 h; higher % means a stronger effect; hit rate 0.33% among 310,000; in the data active means a potency from the dose series; inconclusive means inhibition mostly from about 25% at the one dose, without a potency; inactive means the rest, 99 in 100 with inhibition below about 19%;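 further: 0% = induced wells with vehicle and 100% = uninduced wells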
VEEV TC-83 Vero 10K pilot screen: also measured in VEEV TC-83 Vero; calls as there; inhibition, %; measured here: 10K pilot screen inhibition
* marks the source's active call; other numbers are inactive results; i = inactive; ? = inconclusive; nt = no result given.

SMILES	VEEV TC-83 Vero	tuberculosis growth	influenza NS1A	H37Rv inhibition	PhoP GFP inhibition	others
Cc1cccc(NC(=O)CN2C(=O)S/C(=C\c3ccc(-c4cccc(C(=O)O)c4C)o3)C2=O)c1	2.0%	-3%	nt	-1%	0%
Cc1cc(=O)oc2cc(OCC(=O)NCCN3CCOCC3)ccc12	3.1%	-12%	-7%	-14%	6%
CC(=O)Nc1c(C)ccc(CNC(=O)COc2ccc(F)cc2)c1C	0.4%	-2%	-3%	-7%	-5%
O=C(Nc1ccc(N2CCN(C(=O)c3cccs3)CC2)cc1)c1ccco1	1.5%	-4%	-8%	-1%	2%
COc1cccc(C(=O)N2CCN(C(=O)COc3ccc4ccccc4c3)CC2)c1	2.3%	11%	-6%	0%	8%
Cc1oc(=O)c(NC(=O)c2ccc(Cl)cc2)cc1C(=O)c1ccccc1	3.8%	?	1%	-2%	12%
CC(C(O)c1ccccc1)N(C)CCn1cnc2c1c(=O)n(C)c(=O)n2C (stereo unspecified)	1.0%	-15%	0%	-8%	0%
COc1ccccc1CNS(=O)(=O)c1ccc2c(c1)CC(=O)N2C	1.1%	10%	-3%	0%	-6%
CC(=O)Cn1ncc(N2CCOCC2)cc1=O	0.0%	-6%	0%	2%	-13%
CCOc1ccc(S(=O)(=O)Nc2ccc(C(=O)NCCCN3CCOCC3)cc2)cc1	2.3%	nt	-10%	-2%	-3%
CCCCCCn1c(NCC)nc2c1c(=O)[nH]c(=O)n2C	0.9%	5%	7%	2%	4%
COc1ccccc1C(=O)N(CCC1CCCN1C)c1nc2ccccc2s1 (stereo unspecified)	1.7%	nt	2%	6%	-10%
COc1cc(/C=C2\SC(=S)N(NC(=O)c3ccc(O)cc3)C2=O)ccc1O	6.3%	23%	14%	-3%	-19%
C[C@H](CO)N1C[C@H](C)[C@@H](CN(C)C(=O)NC2CCCCC2)Oc2ccc(NC(=O)C3CCCCC3)cc2C1=O	0.3%	24%	13%	-2%	nt
COc1ccccc1NC(=O)C(C)OC(=O)C(C)SCC(=O)Nc1ccc(C)cc1 (stereo unspecified)	4.3%	nt	-13%	nt	nt
O=C(c1ccc(C(F)(F)F)n(Cc2ccc(Cl)cc2)c1=O)N1CCOCC1	i	10%	-24%	12%	-3%
OC[C@@H]1[C@@H](c2ccccc2)C(c2ccc(F)cc2)=NN1c1ccccc1	1.5%	nt	-20%	nt	nt
c1ccc(CN2CCOCCOCCOCCOCC2)cc1	0.1%	2%	-23%	-7%	3%
CCOC(=O)N1CCN(c2ccc(Cl)c(Cl)c2)CC1	i	nt	-11%	-3%	-9%
C=CCSC1=N/C(=C\C=C\c2ccco2)C(=O)S1	5.2%	72%	12%	9%	-4%
O=C(CCn1cncn1)N1CCCC(N2CCN(c3cccc(C(F)(F)F)c3)CC2)C1 (stereo unspecified)	2.2%	-17%	-4%	-10%	-5%
CC(C)CN(C(=O)CN1CCN(c2ccc(O)cc2)CC1)c1c(N)n(CC(C)C)c(=O)[nH]c1=O	0.3%	39%	-1%	-5%	-7%
Cc1ccc(C)c(OCC(=O)NC2CCCCCC2)c1	1.0%	38%	2%	8%	1%
CC(C)CCNC(=O)c1ccccc1NC(=O)C1=CSCCO1	2.3%	12%	2%	5%	-1%
CS(=O)(=O)N1CCC(Oc2ccccc2C(=O)N2CCC[C@H]2CO)CC1	2.4%	6%	13%	2%	-9%
SMILES	VEEV TC-83 Vero	tuberculosis growth	influenza NS1A	H37Rv inhibition	PhoP GFP inhibition	others
C=CCNc1cc(C)oc(=O)c1C(=O)CC	1.6%	2%	-5%	0%	-3%
CCOC(=O)C1CCCN(C(=O)c2ccc(-c3ccccc3Cl)o2)C1 (stereo unspecified)	0.6%	nt	-1%	nt	nt
Cc1cc(C)cc(N(CC(=O)N2CC=C(c3ccccc3)CC2)S(=O)(=O)c2c(C)noc2C)c1	5.2%	nt	-1%	-3%	-16%
COc1ccc(CC(=O)N2CC(C)CC(C)C2)cc1OC (stereo unspecified)	1.2%	-4%	-7%	-1%	8%
COc1cccc2c1Oc1ncccc1N(C(=O)CCC(=O)NCc1ccccc1Cl)C2	i	1%	1%	-4%	-7%
CCc1ccc(C(=O)CSc2nc(C)cc(=O)[nH]2)cc1	i	9%	-4%	-1%	-4%
Cc1c(-c2ccc(O)cc2)nc2nc(-c3ccccc3)c(-c3ccccc3)nn12	nt	21%	nt	7%	-27%
COc1ccc(NC(=O)/C=C/c2ccc(OC(F)F)cc2)cn1	0.7%	77%	17%	?	-13%
CCC(=O)N/C(=N/c1nc(C)cc(C)n1)Nc1ccccc1	8.7%	8%	6%	-4%	14%
O=C(Nc1ccc2ncccc2c1)c1ccccc1	i	-1%	-1%	-7%	4%
CC(C)Cn1cc(F)c(=O)n(CC(C)C)c1=O	0.8%	4%	-1%	-6%	-2%
COc1ccc(OCC(=O)Nc2ccc(S(=O)(=O)N3CCCC3)cc2)cc1	i	35%	-4%	-7%	-6%
O=C(c1nn2c(C(F)(F)F)cc(-c3ccco3)nc2c1Br)N1CCCc2ccccc21	10%	26%	-3%	3%	-11%
CC1CCCC(NC(=O)COC(=O)/C=C/c2ccc([N+](=O)[O-])cc2)C1C (stereo unspecified)	0.2%	77%	-8%	25%	nt
CC(=O)c1cccc(Nc2nc(-c3sc(C)nc3C)cs2)c1	6.9%	54%	3%	13%	-3%
Cc1ccc(C(=O)N2CCN(c3ccccn3)CC2)cc1[N+](=O)[O-]	1.0%	78%	4%	3%	-3%
CCCNC(=O)N1[C@H]2CC[C@@H]1C(C(=O)OC)=C(c1ccc(OC(F)(F)F)cc1)C2	i	5%	-8%	-7%	nt
Cc1ccc(-n2nc3c(c2NC(=O)c2c(-c4ccccc4Cl)noc2C)CS(=O)(=O)C3)c(C)c1	5.3%	12%	4%	-10%	-7%
CCN(CC(=O)NCc1cccs1)C(=O)c1cc(Br)ccc1O	1.5%	-3%	-17%	-7%	nt
CC1C(OC(=O)CCC(=O)NC(C)(C)CO)O[C@H]2OC3(C)CC[C@H]4[C@H](C)CCC1C24OO3 (stereo partly specified)	0.2%	6%	-5%	4%	2%
O=C(CSCc1ccccc1)N/N=C/c1ccccc1OCc1ccccc1	0.6%	-7%	-1%	22%	9%
O=C(Nc1ccc2c(c1)OCCO2)C(c1ccc(F)cc1)N1CCCCC1 (stereo unspecified)	5.9%	-5%	4%	-12%	-5%
CCc1ccc(C(=O)c2cncc(Br)c2)cc1	6.8%	70%	-1%	-11%	-9%
O=C(Nc1cccc(Cl)c1)NC1(C(=O)NCc2cccs2)CCCCC1	0.1%	4%	-6%	9%	-3%
COc1cc2c(c(OC)c1)C(c1cccc(OC)c1OC)CC(=O)N2 (stereo unspecified)	1.5%	nt	5%	-5%	-13%
SMILES	VEEV TC-83 Vero	tuberculosis growth	influenza NS1A	H37Rv inhibition	PhoP GFP inhibition	others
CCC(C)(C)n1nnnc1C(c1cc2cc(C)cc(C)c2[nH]c1=O)N1CCCC1 (stereo unspecified)	i	66%	12%	3%	-1%
CCc1ccccc1NC(=O)C1CCN(S(C)(=O)=O)CC1	0.3%	-3%	nt	?	-5%
CC(C)N=C1NN=C(c2cccs2)C(CC(=O)O)S1 (stereo unspecified)	i	14%	2%	-8%	-1%
O=C(Nc1ccc2oc(-c3cccnc3)nc2c1)c1cc2ccccc2o1	8.9%	-1%	-3%	4%	-12%
CC(NS(=O)(=O)c1ccc2c(c1)CC(=O)N2C)c1ccccc1 (stereo unspecified)	2.6%	6%	11%	6%	-25%
O=C(O)CC1(CC(=O)NCc2cc(F)cc3c2OCOC3)CCCCC1	0.7%	11%	-18%	2%	16%
COC(=O)C1=C(C)N(c2cc(Cl)cc(Cl)c2)C(=O)C1	5.7%	30%	1%	68%	9%
Cc1c(C(=O)N2CCCCC2)c(S(=O)(=O)N2CCC(C)CC2)c(C)n1C	0.2%	-5%	-1%	3%	3%
O=C(c1ccncc1)N1CCN(CCc2ccccc2)CC1	0.3%	-20%	22%	6%	-2%
O=C1NC(c2ccc3c(c2)OCO3)Oc2ccccc21 (stereo unspecified)	2.4%	4%	0%	-2%	-2%	VEEV TC-83 Vero 10K pilot screen=0.1
CCC1(Oc2ccccc2)C(=O)NC(=O)NC1=O	0.1%	nt	-6%	nt	nt
CC(C)CNC(=O)c1cc(=O)[nH]c2ccc(S(=O)(=O)Nc3ccc(F)cc3)cc12	0.8%	-24%	6%	2%	8%
Cc1noc(C(=O)Nc2cccnc2)c1Cl	2.2%	nt	3%	3%	nt
CCOC(=O)N1CCC(N2CCCC(C(=O)c3cc(F)ccc3OC)C2)CC1 (stereo unspecified)	0.2%	-9%	1%	-3%	-5%
CC1CCN(CCC(=O)N2CCCc3c2c(=O)oc2ccc(O)cc32)CC1	i	14%	-6%	-12%	-12%
COc1cccc(NC(=O)c2ccc(OC(F)(F)F)cc2)c1	1.0%	54%	-19%	-6%	3%
Cn1c(=O)c2sccc2n(Cc2ccc(Br)cc2)c1=O	i	-5%	0%	-1%	7%
COc1ccc(S(=O)(=O)Nc2ccccc2C(=O)N2CCOCC2)cc1Br	1.7%	-3%	-6%	0%	-5%
O=C(CCC(=O)Nc1ccc(Cl)cc1Cl)NNC(=O)[C@@H]1CCCC[C@@H]1C(=O)O	1.1%	-13%	-9%	-8%	-20%
CNc1ncnc2c1ncn2-c1ccccc1	2.6%	nt	-16%	nt	nt
O=C(c1ccc(S(=O)(=O)Nc2ccccc2F)cc1)N1CCCC1	3.0%	nt	-5%	nt	nt
Cc1ccccc1CC1SC(N)=NC1=O (stereo unspecified)	1.3%	-4%	1%	-1%	1%
COc1ccc(S(=O)(=O)N2CCOCC2)cc1NC(=O)CN1CCN(C)CC1	1.0%	-10%	98%	-7%	-1%
CSC(=S)N/N=C/c1ccc(Br)cc1	0.4%	-35%	4%	58%	-9%
CC(=O)c1ccc(N2CCN(C(=O)CCCn3c(=O)[nH]c4ccsc4c3=O)CC2)cc1	2.1%	-2%	-1%	4%	4%

The list goes on, overlapping the part above by 6 compounds.
SMILES	VEEV TC-83 Vero	tuberculosis growth	influenza NS1A	H37Rv inhibition	PhoP GFP inhibition	others
CNc1ncnc2c1ncn2-c1ccccc1	2.6%	nt	-16%	nt	nt
O=C(c1ccc(S(=O)(=O)Nc2ccccc2F)cc1)N1CCCC1	3.0%	nt	-5%	nt	nt
Cc1ccccc1CC1SC(N)=NC1=O (stereo unspecified)	1.3%	-4%	1%	-1%	1%
COc1ccc(S(=O)(=O)N2CCOCC2)cc1NC(=O)CN1CCN(C)CC1	1.0%	-10%	98%	-7%	-1%
CSC(=S)N/N=C/c1ccc(Br)cc1	0.4%	-35%	4%	58%	-9%
CC(=O)c1ccc(N2CCN(C(=O)CCCn3c(=O)[nH]c4ccsc4c3=O)CC2)cc1	2.1%	-2%	-1%	4%	4%
CCc1ccc(Nc2cnn(C34CC5CC(CC(CC(=O)O)(C5)C3)C4)c(=O)c2Cl)cc1	2.0%	5%	2%	-2%	-1%
O=C(NC1CCCCC1)C(c1ccc(F)cc1)N(CCCN1CCOCC1)C(=O)c1ccc(CN2CCOCC2)o1 (stereo unspecified)	i	9%	-9%	1%	9%
Cn1nc(C(F)(F)F)c(-c2ccc(F)cc2)c1NC(=O)CSCC(=O)O	2.0%	-17%	9%	-3%	-5%
NC(=S)c1c(Cl)cc(C(F)(F)F)cc1Cl	1.3%	-22%	-5%	-3%	5%
Cc1cc(C)c(C)c(S(=O)(=O)N2CCC(C(=O)NC3=NCCS3)CC2)c1C	0.8%	-7%	-8%	2%	nt
COc1ccc(-n2nc(C(=O)NCC(=O)NC3CCCCCC3)c3ccccc3c2=O)c(OC)c1	2.8%	-5%	-5%	4%	4%
CCOC(=O)C1CCC(=O)C1 (stereo unspecified)	0.9%	nt	-27%	nt	nt
O=C(OCC(=O)N1CCOCC1)c1ccc(O)cc1	0.5%	-13%	-6%	11%	0%
COc1ccc(/C=C2\N=C3CCCN3C2=O)cc1	3.7%	9%	14%	6%	-4%
Cc1nc(SCC(N)=O)[nH]c(=O)c1Cc1ccc(OC(C)C)cc1	1.3%	8%	-7%	-2%	4%
NNC(=O)c1ccc(Cl)cc1Cl	i	0%	-2%	-7%	-5%
CCN1CCN(c2nc3ccccn3c(=O)c2/C=C(\C#N)S(=O)(=O)c2ccccc2)CC1	3.1%	-5%	-16%	-6%	4%
COc1cccc(NC(=O)CN(C)C(=O)COc2ccc3ccccc3c2)c1	1.0%	22%	-2%	-5%	-11%
